# Compound activity deposited in PubChem BioAssay by several laboratories.
# PfHsp90 yeast 2: reduces growth (ATP signal) of yeast expressing P. falciparum Hsp90; actives 0.32% (n = 310,000); S. cerevisiae expressing PfHsp90, BacTiter-Glo ATP, 48 h; yeast lacking PDR1 and PDR3 efflux regulators; AID 504621; inhibition, % at 9.4 µM;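 active = every replicate shows inhibition above about 80%, whatever the replicate mean, limit read from the data; inconclusive = mean inhibition reaches the set limit but some replicate falls short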;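 note: 0% = DMSO neutral controls and 100% = 20 µM radicicol positive controls; yeast relying on Plasmodium falciparum Hsp90 in place of its own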
# Tat export inh: blocks Tat-dependent protein export in E. coli; actives 0.036% (n = 340,000); E. coli MC4100 TorA-mCherry Tat export, fluorescence; inhibition, % at 10 µM;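 active = mean replicate inhibition at least 50% and at least half of replicates individually reaching 50%; inconclusive = only one of the two criteria met; inactive = neither criterion met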;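 note: exported cargo escapes ClpAP degradation while cytoplasmic cargo is degraded and loses fluorescence; 0% = median of neutral control wells and 100% = median of NaSCN control wells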
# OPRM1-OPRD1 ag: agonists of human mu-delta opioid receptor heterodimerization. actives 0.3% (n = 340,000). P35372+P41143. activation, % at 9.3 µM. cells, OPRM1-OPRD1 heterodimerization, luminescence. AID 504326; in the data active = activation above about 18%;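 note: 0% = vehicle-treated cells and 100% = reference agonist; values of inactives mirror those of a sister screen read the other way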
# SUMO Mot1 rescue: blocks SUMOylation pathway, rescuing yeast Mot1-301 growth | actives 1% (n = 320,000) | S. cerevisiae Mot1-301 growth rescue, ATP luminescence, 38.5C; percent above DMSO median, 100 means doubled | AID 2716 | growth rescue, % at 18.8 µM;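 active = every valid replicate shows activation above 250% relative to neutral control wells; inactive = the rest, any valid replicate at or below 250%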;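 note: OY570 slx delta 5 strain wells were the positive control but not used for scaling; some compounds called inactive have numbers as strong as hits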
# MOR-DOR inv ag: inverse agonists of human mu-delta opioid receptor heterodimerization. inhibition, % at 9.3 µM. actives 0.21% (n = 340,000). AID 504357. cell-based MOR-DOR heterodimer luminescence, inverse agonism; in the data active = inhibition above about 22%, passing the limit was not always enough;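 note: 0% = cells with DMSO and 100% = wells without cells with DMSO; values of inactives mirror those of a sister screen read the other way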
# Ecoli viability: reduces bacterial viability in AddAB counter-screen. E. coli V3065 growth, OD600 absorbance, 18 h. inhibition, % at 11.9 µM. actives 0.27% (n = 330,000). AID 449728;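 active = inhibition above the campaign's mean inhibition across all tested compounds plus 3 SD, cut at about 9.9% in these data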;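 note: uninfected addAB+ strain grown without phage in ampicillin broth; 0% = DMSO wells and 100% = ciprofloxacin 0.95 µg/ml wells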
# phage Ecoli inh: E. coli growth loss with phage present. growth absorbance. inhibition, % at 11.9 µM. actives 0.26% (n = 360,000). AID 651602; in the data active = inhibition above about 11%
# Arr AP2 block: inhibitors of human beta-arrestin and AP2 interaction; FITC-arrestin peptide / GST-AP2 beads, flow cytometry; AP2 beta2 appendage carries R879A mutation; inhibition, % at 10 µM; actives 0.31% (n = 340,000); AID 504490;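 active = inhibition above a set limit, near 3 SD of compounds lacking own fluorescence, cut at about 54% in these data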;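 note: plate controls were DMSO wells for no effect and 5 µM unlabelled arrestin peptide for full effect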
#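 System: GST-AP2 R879A bound to glutathione beads, E. coli-expressed. Also added: 50 nM FITC-arrestin peptide. Schedule: compound with beads 12 min RT, then probe 1 h RT. Signal: bead flow cytometry, FITC channel. Read-out basis: percent response.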
# AddAB inh: less growth of phage-infected E. coli with AddAB; E. coli expressing H. pylori AddAB, absorbance growth; inhibition, % at 11.9 µM; actives 0.29% (n = 330,000); in the data active = inhibition above about 12%;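 note: 0% = vehicle wells of infected cells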
# Pemphigus Ab inh: human desmoglein-3 autoantibody binding inhibition | binding (percent of control), % at 10 µM | AID 588358 | DSG3-coupled beads, scFv-anti-DSG3-GFP binding, flow cytometry; stronger effect = lower value | actives 0.48% (n = 310,000);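 active = binding more than 3 SD below its plate's average and above zero; inconclusive = below that plate limit but binding exactly zero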;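 note: hits lower antibody fragment binding to DSG3; some compounds called inactive have numbers as strong as hits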
# Target sequence (P32926 whole entry, looked up, the tested form may be a part): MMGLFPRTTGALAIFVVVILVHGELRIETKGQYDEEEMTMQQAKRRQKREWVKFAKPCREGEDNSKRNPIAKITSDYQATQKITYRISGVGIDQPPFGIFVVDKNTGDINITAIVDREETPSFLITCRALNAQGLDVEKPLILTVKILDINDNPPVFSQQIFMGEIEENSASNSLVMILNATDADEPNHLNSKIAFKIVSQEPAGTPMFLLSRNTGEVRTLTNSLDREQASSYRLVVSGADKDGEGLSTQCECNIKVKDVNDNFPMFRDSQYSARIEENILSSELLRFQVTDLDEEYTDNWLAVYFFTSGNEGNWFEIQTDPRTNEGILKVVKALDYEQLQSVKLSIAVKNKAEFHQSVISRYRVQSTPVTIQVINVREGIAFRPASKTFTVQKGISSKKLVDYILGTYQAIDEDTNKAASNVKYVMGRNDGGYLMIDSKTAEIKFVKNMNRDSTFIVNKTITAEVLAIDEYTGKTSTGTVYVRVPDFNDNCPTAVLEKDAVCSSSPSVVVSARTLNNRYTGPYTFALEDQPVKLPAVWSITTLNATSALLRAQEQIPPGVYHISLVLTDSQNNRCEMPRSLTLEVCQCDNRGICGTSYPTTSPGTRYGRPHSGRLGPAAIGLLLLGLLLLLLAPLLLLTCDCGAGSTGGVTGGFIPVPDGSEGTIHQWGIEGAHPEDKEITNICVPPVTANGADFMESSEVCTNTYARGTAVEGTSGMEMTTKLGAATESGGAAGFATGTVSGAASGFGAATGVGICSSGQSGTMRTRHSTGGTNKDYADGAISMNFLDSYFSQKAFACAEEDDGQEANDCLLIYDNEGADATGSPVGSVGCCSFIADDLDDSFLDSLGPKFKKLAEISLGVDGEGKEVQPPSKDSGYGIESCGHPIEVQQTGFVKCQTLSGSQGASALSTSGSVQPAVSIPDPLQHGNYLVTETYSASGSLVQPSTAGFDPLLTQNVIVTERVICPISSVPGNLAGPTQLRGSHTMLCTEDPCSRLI
# PKA-R1A act: PKA-R1A complex activation. PKA-R1A dissociation, Cy5-IP20 fluorescence polarization; scaled: DMSO 0%, 113 µM cGMP 100%. activation, % at 11.4 µM. actives 0.083% (n = 340,000);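 active = percent activation above the mean of all tested compounds plus 3 SD, cut at about 19% in these data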;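 note: higher means more PKAc released from R1A so a rise in polarization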
# Active calls of the source: *; ? = inconclusive; · = not tested or not shown.
item	SMILES	PfHsp90 yeast 2	Tat export inh	OPRM1-OPRD1 ag	SUMO Mot1 rescue	MOR-DOR inv ag	Ecoli viability	phage Ecoli inh	Arr AP2 block	AddAB inh	Pemphigus Ab inh	PKA-R1A act
1	O=C(COc1ccc2c(c1)OCO2)Nc1ccc(Cl)cn1	-18	-11	0.3	359	-2	1.8	1.0	-6	3.0	88	-4
2	CC1(C)Cc2c(sc3nc(-c4ccccc4Cl)n(N)c(=O)c23)CO1	10	0	0.2	80	-1	2.4	3.4	-5	1.8	100	1
3	Cc1ccc(-c2cc(C(=O)OCC(=O)NC3CC3)c3ccccc3n2)cc1	-5	-3	-1.3	·	5	-1.7	0.5	0	1.8	110	-3
4	Cc1nn(C)c(C)c1S(=O)(=O)N1CCCC(C(=O)NC2CCCCC2)C1 (stereo unspecified)	-10	5	-0.3	-4	2	2.3	2.6	-10	-1.1	95	6
5	CC(=O)c1ccc(N2CCN(C(=O)c3noc4c3CSc3ccccc3-4)CC2)cc1	-1	5	-2.7	9	14	1.0	-2.6	-18	-0.7	·	-9
6	CC[C@H]1OC(=O)[C@H](C)[C@@H](O[C@H]2C[C@@](C)(OC)[C@@H](O)[C@H](C)O2)[C@H](C)[C@@H](O[C@@H]2O[C@H](C)C[C@H](N(C)C)[C@H]2O)[C@](C)(O)C[C@@H](C)CN(C)[C@H](C)[C@@H](O)[C@]1(C)O	-19	121*	-1.7	-3	9	101*	101*	8	100*	·	-9
7	CCN(CC(=O)Nc1ccccc1C(F)(F)F)C(=O)CSCC(=O)Nc1cc(C)on1	·	-6	0.2	-14	-2	2.2	2.8	10	1.5	98	-4
8	COc1ccc(C2=CC(=O)CC(C)(C)C2)cc1OC	-1	7	-0.7	-4	4	-1.3	1.0	2	0.3	97	1
9	O=c1ccc(S(=O)(=O)N2CCCC2)cn1Cc1ccc(Cl)cc1Cl	4	-4	-0.4	0	2	0.5	2.1	-9	0.8	114	-8
10	C[C@H]1CN([C@@H](C)CO)C(=O)c2cccc(NC(=O)Nc3ccc(C(F)(F)F)cc3)c2O[C@H]1CN(C)C	-3	4	0.1	-11	0	-2.0	3.4	-4	2.2	100	-1
11	Cc1nnc(SCC(=O)Nc2nccs2)n1C(C)C	4	-1	-2.9	-8	15	-0.3	1.1	-8	0.2	·	3
12	O=C(CNC(=O)c1ccc(Br)o1)NCC(=O)OCc1ccccc1	-9	-5	0.0	41	0	1.9	2.7	16	-0.3	94	-1
13	Cc1cc(SCC#N)n2nc(C)c(-c3ccccc3)c2n1	32	1	-1.8	-13	10	-3.3	-2.2	-1	-2.0	82	-6
14	CC(C)Cn1cnc2c(Sc3c([N+](=O)[O-])ncn3C)nc(N)nc21	7	9	-1.3	·	6	·	0.9	18	·	121	-1
15	CCSc1nnc(SCC(=O)Nc2cc(C)on2)s1	-7	-2	-3.8	-20	15	1.1	1.5	1	-0.3	·	-5
16	CC(C)CNC(=O)/C=C/C(=O)O	-14	-8	-4.9	-9	23	-2.6	2.1	-8	1.3	98	0
17	COC(=O)C(=N/Nc1ccccc1C(=O)OC)/C(C)=N/O	-1	0	3.5	-19	-17	-0.3	2.2	17	3.7	·	-2
18	O=Cc1c(NCc2ccco2)nc2ccccn2c1=O	-16	-6	-2.3	·	11	-1.4	1.8	1	1.5	100	-9
19	Cc1ccc(-c2noc(CN3CCCCC3)n2)cc1	-20	-1	0.5	3	-3	0.1	1.0	31	0.9	·	-12
20	Cc1cccc(C)c1NC(=O)C(=O)NCCOc1ccc(Cl)cc1	19	0	-0.9	-19	6	1.7	1.6	6	3.0	·	-2
21	COc1cc(C(=O)OCC(=O)N(C)C)cc(NC(=O)c2ccco2)c1OC	9	2	0.0	-11	0	2.5	1.5	17	4.2	94	5
22	CCOC(=O)c1[nH]c(C)c(C(=O)Nc2ccccc2C)c1C	11	15	-1.5	-9	8	-1.1	2.6	1	4.7	108	3
23	CN(C)CCCOC(=O)C1c2ccccc2Oc2ccccc21	8	-2	-1.9	-11	9	-0.6	0.8	-8	0.9	·	-2
24	CSc1ncc(Cl)c(C(=O)Nc2ccc(NC(C)=O)cc2)n1	2	-2	-1.3	28	7	1.9	4.8	23	0.9	100	-2
25	CCc1cccc(CC)c1NC(=O)CO/N=C(\N)CC(=O)NC1CCCCC1	26	1	-2.5	1	13	2.7	0.5	-4	0.3	91	-3
26	CCc1c(C(=O)NCc2ccc3c(c2)OCO3)[nH]c(C)c1C(C)=O	-3	11	-1.9	-21	9	0.3	3.4	21	1.5	101	2
27	COc1ccc(Cc2noc(CN3CCC(c4ccncc4)CC3)n2)cc1OC	2	0	-0.6	-7	3	1.0	2.5	34	1.8	93	-5
28	O=C(Nc1ccc(O)cc1C(=O)O)c1cccs1	-5	3	-2.1	-14	11	3.2	3.9	-3	3.9	97	-1
29	COc1ccc(C2CC(c3c(-c4ccccc4)c4cc(Cl)ccc4[nH]c3=O)=NN2C(=O)CCC(=O)O)cc1 (stereo unspecified)	0	9	-2.4	-10	14	-0.3	3.5	35	0.5	106	-1
30	Cc1cc(C(N)=O)nn1-c1c(Cl)cc(Cl)cc1Cl	6	-2	-3.8	11	20	-1.6	1.5	-18	-1.4	101	1
31	Cc1ccc(N2CCN(C(=O)c3ccccc3F)CC2)c(C)c1	-47	7	2.0	-8	-12	-0.6	1.0	0	2.5	107	0
32	CCOC(=O)Cc1csc(NC(=O)CC)n1	6	-10	-3.1	24	17	-1.2	2.3	24	0.3	96	-1
33	O=C(CCN1CCN(S(=O)(=O)c2ccc(Cl)cc2)CC1)Nc1ccccc1F	25	2	-4.0	-17	18	-0.7	0.5	-9	-2.2	·	-15
34	COC(=O)c1ccc(C2C(C(C)=O)=C(O)C(=O)N2CCO)cc1 (stereo unspecified)	-8	2	-0.9	-1	5	-1.2	-0.5	8	-4.7	110	4
35	COc1cc(C(c2sc3nc(C)nn3c2O)N2CCC3(CC2)OCCO3)cc(OC)c1OC (stereo unspecified)	0	-4	-2.2	-3	12	0.9	0.5	-7	1.9	103	-11
36	CCN(CC)CCNC(=O)C1(O)c2cc(Br)ccc2NC(=O)N1c1c(F)cccc1F (stereo unspecified)	-14	0	-2.1	2	10	3.2	0.6	4	1.6	101	-5
37	Cc1ccc(C(=O)NCc2ccc(F)cc2)cc1NC1=NC2CS(=O)(=O)CC2S1 (stereo unspecified)	-11	-2	-0.1	69	1	-0.9	1.9	-7	-0.4	101	-4
38	COc1cccc(C(=O)NCCC2=CCCCC2)c1	31	-3	-2.2	303	13	0.5	1.7	25	2.4	92	-2
39	COc1cc(/C=C2/C(=O)ON=C2C)ccc1OCc1cccc(F)c1	-3	1	-0.6	382	3	0.3	1.2	7	4.4	106	10
40	Cc1cccc(Cn2cnc3c(sc4nc(C)cc(C)c43)c2=O)c1	-28	-13	-1.6	261	11	2.8	1.3	3	4.8	·	10
41	CC(=O)Oc1ccc(N2C(=O)C3C4C=CC(CC4)C3C2=O)cc1[N+](=O)[O-] (stereo unspecified)	22	5	-1.6	44	11	-1.1	3.2	2	1.9	93	5
42	CCN(CC)C(=O)CC(c1ccc(F)cc1)c1ccco1 (stereo unspecified)	9	8	-2.6	-2	15	0.3	-0.2	-5	6.2	100	-14
43	O=C(O)c1cccc(Cn2c(Cl)c(/C=N/NC(=O)c3ccccc3Cl)sc2=O)c1	-1	-7	-2.1	-2	13	0.7	1.9	5	-1.9	97	5
44	C=CCN(CC=C)C(=O)c1cc2ccccc2c(=O)o1	17	6	-2.5	162	14	-2.2	4.2	18	3.0	77	4
45	COc1ccc(N2CCN(CCNC(=O)c3ccc(NC(=O)C4CCCO4)cc3)CC2)cc1 (stereo unspecified)	17	1	-2.4	37	14	0.2	1.2	20	-1.1	·	-8
46	C#CCSc1nnc(CNS(=O)(=O)c2ccc(Br)cc2)n1C	-22	4	-0.7	4	4	-1.3	1.7	14	0.2	112	-4
47	NC(=O)NC(=O)CSc1nc2sc(-c3ccccc3)cc2c(=O)n1-c1ccccc1	·	?	-1.1	10	5	-3.2	3.9	-24	2.3	114	1
48	COc1ccc2nc(SCC(=O)NCc3ccc(F)cc3)[nH]c2c1	-7	4	0.9	9	-8	-1.3	3.2	2	2.6	114	10

# A second format for some results above:
[40] Cc1cccc(Cn2cnc3c(sc4nc(C)cc(C)c43)c2=O)c1
[41] CC(=O)Oc1ccc(N2C(=O)C3C4C=CC(CC4)C3C2=O)cc1[N+](=O)[O-] (stereo unspecified)
[42] CCN(CC)C(=O)CC(c1ccc(F)cc1)c1ccco1 (stereo unspecified)
[43] O=C(O)c1cccc(Cn2c(Cl)c(/C=N/NC(=O)c3ccccc3Cl)sc2=O)c1
[44] C=CCN(CC=C)C(=O)c1cc2ccccc2c(=O)o1
[45] COc1ccc(N2CCN(CCNC(=O)c3ccc(NC(=O)C4CCCO4)cc3)CC2)cc1 (stereo unspecified)
[46] C#CCSc1nnc(CNS(=O)(=O)c2ccc(Br)cc2)n1C
[47] NC(=O)NC(=O)CSc1nc2sc(-c3ccccc3)cc2c(=O)n1-c1ccccc1
[48] COc1ccc2nc(SCC(=O)NCc3ccc(F)cc3)[nH]c2c1

Screen / compound no. | 40 | 41 | 42 | 43 | 44 | 45 | 46 | 47 | 48
PfHsp90 yeast 2 | -28 | 22 | 9 | -1 | 17 | 17 | -22 | · | -7
Tat export inh | -13 | 5 | 8 | -7 | 6 | 1 | 4 | ? | 4
OPRM1-OPRD1 ag | -1.6 | -1.6 | -2.6 | -2.1 | -2.5 | -2.4 | -0.7 | -1.1 | 0.9
SUMO Mot1 rescue | 261 | 44 | -2 | -2 | 162 | 37 | 4 | 10 | 9
MOR-DOR inv ag | 11 | 11 | 15 | 13 | 14 | 14 | 4 | 5 | -8
Ecoli viability | 2.8 | -1.1 | 0.3 | 0.7 | -2.2 | 0.2 | -1.3 | -3.2 | -1.3
phage Ecoli inh | 1.3 | 3.2 | -0.2 | 1.9 | 4.2 | 1.2 | 1.7 | 3.9 | 3.2
Arr AP2 block | 3 | 2 | -5 | 5 | 18 | 20 | 14 | -24 | 2
AddAB inh | 4.8 | 1.9 | 6.2 | -1.9 | 3.0 | -1.1 | 0.2 | 2.3 | 2.6
Pemphigus Ab inh | · | 93 | 100 | 97 | 77 | · | 112 | 114 | 114
PKA-R1A act | 10 | 5 | -14 | 5 | 4 | -8 | -4 | 1 | 10
